Bioassay records from PubChem.
MEKK2wt PB1 HTS – modulators of MEK5 binding to wildtype MEKK2, primary screen, biochemical, multiplex bead flow cytometry, Alexa488-MEK5; binding response (% of control), % at 10 µM; Alexa488-MEK5 binding to MEKK2 WT; actives lie on both sides; Mitogen-activated protein kinase kinase kinase 2 (Homo sapiens), Q9Y2U5; 290,000 tested, 1.1% active; AID 1531, 2009; in the data active = binding response below about 67% or above about 130%
M18AAP inhibitor – PfM18AAP inhibitors, malaria aminopeptidase, primary screen, biochemical, QFRET, recombinant enzyme; M18 aspartyl aminopeptidase (Plasmodium falciparum 3D7); H-Glu-NHMec fluorogenic cleavage; inhibition, % at 7.35 µM; 290,000 tested, 1.2% active;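 active = inhibition above the campaign mean inhibition over all tested compounds plus 3 SD, cut at about 28% in these data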;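 note: 0% = plate median of test compound wells and 100% = 2 mM ZnCl2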
OXTR agonist – human OXTR agonists, primary screen, fluorescence, CHO-OTR cells, Fluo-8 calcium; 320,000 tested, 0.32% active; activation, % at 3 µM; Fluo-8 calcium fluorescence; normalized: DMSO 0%, oxytocin 100%; AID 2435, 2010;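 active = activation above the mean of all tested compounds plus 3 SD, cutoff set per screening run, cut at about 20% in these data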;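 note: peak over basal fluorescence ratio from a 100 s FLIPR kinetic read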
Target sequence (P30559 whole entry, looked up): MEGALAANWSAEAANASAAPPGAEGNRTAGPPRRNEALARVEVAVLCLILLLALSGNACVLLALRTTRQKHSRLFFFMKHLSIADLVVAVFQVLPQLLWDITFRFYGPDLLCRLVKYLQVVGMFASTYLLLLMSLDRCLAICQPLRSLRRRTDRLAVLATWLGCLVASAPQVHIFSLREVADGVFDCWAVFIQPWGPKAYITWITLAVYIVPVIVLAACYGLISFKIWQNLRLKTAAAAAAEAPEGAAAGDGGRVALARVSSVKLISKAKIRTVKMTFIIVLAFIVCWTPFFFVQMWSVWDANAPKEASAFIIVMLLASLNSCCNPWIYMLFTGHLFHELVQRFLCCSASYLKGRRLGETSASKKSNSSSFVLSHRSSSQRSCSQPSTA
GalR3 antagonist – GalR3 antagonists in HEK293 cells, primary screen, cell-based, fluorescence readout. 360,000 tested, 0.44% active. inhibition, % at 3 µM. HEK293 GalR3-CNG cAMP membrane potential fluorescence; galR3 body fused to GalR1 C-terminus;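 active = inhibition above the screen-wide average plus 3 SD, cut at about 13% in these data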;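 note: forskolin and galanin both at EC90 stimulate the cells; cAMP rise reported by CNG channel membrane potential dye signal; 0% = forskolin plus galanin with DMSO and 100% = forskolin alone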
Target sequence (O60755 1-299 limits assumed): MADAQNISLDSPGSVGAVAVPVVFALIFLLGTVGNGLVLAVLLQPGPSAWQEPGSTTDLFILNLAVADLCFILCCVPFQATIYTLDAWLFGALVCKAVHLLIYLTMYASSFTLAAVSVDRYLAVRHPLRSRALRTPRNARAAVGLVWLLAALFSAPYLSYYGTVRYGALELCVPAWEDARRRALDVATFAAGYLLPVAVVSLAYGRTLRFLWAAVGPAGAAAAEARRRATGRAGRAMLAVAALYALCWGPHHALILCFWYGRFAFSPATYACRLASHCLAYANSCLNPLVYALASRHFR
GPR7 antagonist – GPR7 receptor antagonists, primary screen, cell-based, fluorescence, single concentration. inhibition, % at 4.4 µM. AID 1861, 2009. Neuropeptides B/W receptor type 1 (Homo sapiens), P48145. 290,000 tested, 1.1% active. GPR7-expressing cells, fluorescence antagonist assay; in the data active = inhibition above about 16%, passing the limit was not always enough;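 note: cells stimulated with the agonist NPW; 0% = agonist with vehicle and 100% = vehicle without agonist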
Target sequence (P48145 whole entry, looked up): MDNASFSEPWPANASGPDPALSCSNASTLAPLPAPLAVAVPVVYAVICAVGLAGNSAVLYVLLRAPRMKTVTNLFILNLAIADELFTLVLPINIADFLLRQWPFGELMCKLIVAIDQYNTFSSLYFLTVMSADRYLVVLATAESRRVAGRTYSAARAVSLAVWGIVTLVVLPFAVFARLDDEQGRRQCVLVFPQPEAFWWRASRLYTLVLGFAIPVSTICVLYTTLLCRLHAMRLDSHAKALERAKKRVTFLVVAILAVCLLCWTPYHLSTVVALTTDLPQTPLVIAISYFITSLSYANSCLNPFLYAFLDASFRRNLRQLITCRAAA
MEKK2mut PB1 HTS – MEK5 binding signal on mutant MEKK2 PB1, primary screen, biochemical, multiplex bead flow cytometry, Alexa488-MEK5. Alexa488-MEK5 binding to MEKK2 mutant. percent response, % at 10 µM. 290,000 tested, 0.35% active. AID 1530, 2009; in the data active = percent response above about 24%, passing the limit was not always enough; note: inactives centre near 1; some results filed as inactive read as strong as hits
V1aR counter – agonists of human V1a receptor, primary screen, counter-screen for OXTR agonist project, fluorescence, CHO-V1R cells. Vasopressin V1a receptor (Homo sapiens), P37288. Fluo-8 calcium fluorescence, agonist mode; 0% DMSO, 100% 3 nM vasopressin. activation, % at 3 µM. 320,000 tested, 0.25% active;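 active = activation above the mean activation of all tested compounds plus 3 SD, per screening run, cut at about 20% in these data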;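 note: signal is peak over basal fluorescence ratio across a 100 second FLIPR read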
OXTR potentiate – human OXTR potentiators, primary screen, fluorescence, CHO-OTR cells, Fluo-8 calcium; Fluo-8 calcium fluorescence, potentiator mode; 0% = oxytocin EC15, 100% = EC100; activation, % at 3 µM; 320,000 tested, 0.061% active;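 active = activation above that plate's cutoff, the mean activation of tested compounds plus 3 SD, cut at about 6.6% in these data, passing the limit was not always enough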;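 note: 100% uses oxytocin at 75 nM as the full agonist control; some results filed as inactive read as strong as hits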
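Material: human OTR in CHO cells. Compound: 3.0 µM, one dose. Timing: compound 6 min at room temperature before oxytocin, 100 s read. Evaluation: % activation of max/min ratio relative to oxytocin controls. Replication: single well per compound, singlicate. Signal: Fluo-8 calcium dye fluorescence.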
NALP1 yeast inh – NALP1 inflammasome inhibitors in reconstituted yeast, colorimetric, S. cerevisiae, triplicate retest | S. cerevisiae NALP1/ASC/caspase-1 growth, X-gal OD620, 72 h | inhibition, % at 10 µM | 280,000 tested, 0.61% active; in the data active = inhibition mostly above about 24%, no sharp cut-off; inactive = mostly below about 32%; note: some compounds called inactive have numbers as strong as hits
* marks the source's active call; other numbers are inactive results; . = no result given.

SMILES	MEKK2wt PB1 HTS	M18AAP inhibitor	OXTR agonist	GalR3 antagonist	GPR7 antagonist	MEKK2mut PB1 HTS	V1aR counter	OXTR potentiate	NALP1 yeast inh
COc1ccc(CC(=O)NNC(=O)c2c(-c3ccccc3Cl)noc2C)cc1OC	106	-4	-0.6	-3	-2	13	0.8	-4	12
CCOc1ccc(NC(=O)N2CCC(NC(=O)C(Cc3cccc(F)c3)NC(C)=O)CC2)cc1 (configuration not stated)	103	4	-0.5	-8	3	4	0.1	-14	13
CCOC(=O)N1CCN(C(=O)c2ccc(NS(C)(=O)=O)cc2)CC1	80	8	1.2	-6	-8	-9	0.6	0	1
CC(=O)Nc1ccc(S(=O)(=O)N2CCN(c3nc(NC4CCCC4)c4ccccc4n3)CC2)cc1	163*	-2	2.4	-6	2	18	5.7	-19	19
O=C(CN(Cc1ccccc1)C(=O)c1csnn1)NCc1ccc2c(c1)OCO2	100	13	0.2	-6	18	-6	1.8	-10	2
O=C1C2C3CCC(C3)C2C(=O)N1Cc1ccccc1 (configuration not stated)	97	0	-0.2	1	-8	-2	0.6	-6	15
O=C(NCc1ccc2c(c1)OCO2)c1ccc(Cl)c(S(=O)(=O)NCc2ccccc2)c1	89	-10	-1.1	0	11	-3	0.8	0	24
COc1ccc(CC(=O)Nc2ccc(-c3nnc(-c4ccccc4)o3)cc2)cc1OC	102	6	0.2	.	-1	1	1.0	-1	26
Nc1cccc2nc3ccccc3cc12	108	-7	-0.4	.	-7	3	0.0	-6	-2
CC(NC(=O)CSc1ncccn1)c1ccc2c(c1)OCO2 (configuration not stated)	.	.	0.3	-4	.	.	-0.6	0	.
CN(c1ncc(C(F)(F)F)cc1Cl)N1C(=O)c2cccc(N)c2C1=O	97	0	-1.0	-3	-13	-1	-0.9	-9	16
CCCCN(C(=O)c1nn(C)c(=O)c2ccccc12)c1c(N)n(CCC)c(=O)[nH]c1=O	.	.	0.1	6	.	.	0.1	-4	.
Cc1ccc(CS(=O)(=O)c2ncc(Cl)c(C(=O)Nc3nnc(C)s3)n2)cc1	97	-10	-1.1	4	-20	-1	0.3	1	-11
O=C(COc1ccc(F)cc1)NC1CC1	105	-6	0.6	-4	-5	2	0.2	0	-11
COc1cccc(CNS(=O)(=O)c2cc3c(cc2C)n(C)c(=O)c(=O)n3C)c1	98	5	-0.2	1	2	-1	0.6	-14	18
C/C(NC(=O)c1ccccc1F)=C1\C(=O)C[C@@H]2[C@H]1C2(C)C	99	-4	-3.0	2	-11	2	-0.8	-7	-9
O=C1C=C(c2cnc3ccccc3c2)C[C@@H](c2ccc3c(c2)OCO3)C1	.	.	-1.1	0	.	.	-0.1	1	.
CC(C)Cc1cc(C(=O)NCc2cccs2)no1	100	4	-2.5	.	-6	1	-0.3	2	37
COc1ccc(S(=O)(=O)N2CCN(C(=O)CCc3c[nH]c4ccccc34)CC2)cc1	.	.	4.8	-3	.	.	-0.3	-7	.
COc1ccc2nc(N/C(N)=N/C(=S)Nc3c(C)cccc3C)nc(C)c2c1	95	12	-0.6	-7	7	-8	-0.1	-3	3
Cc1cc(C)n(-c2ccc(C(=O)OCc3nnc(-c4ccccc4)o3)cc2)n1	92	-6	-0.9	1	-8	-4	-0.6	-8	9
COc1ccc(OC)c(S(=O)(=O)n2c([N+](=O)[O-])cnc2C)c1	111	-3	0.7	-10	-4	8	0.4	-12	-2
NC(=O)C1CCN(c2ccc(S(=O)(=O)N3CCCCC3)cc2[N+](=O)[O-])CC1	.	.	3.1	-6	.	.	3.0	-10	.
COc1ccc(OC)c(NC(=O)CN2C(=O)CSc3ccc(S(=O)(=O)N4CCCC4)cc32)c1	99	-3	-0.2	-3	0	4	2.5	-3	-3
O=C(COC(=O)/C=C/c1ccco1)Nc1ncc(C(F)(F)F)cc1Cl	106	9	-0.6	-3	-4	17	-0.7	-1	19
CN1C(C(=O)NCc2cccc(C(F)(F)F)c2)CC2Cn3c(nc4ccccc43)C21 (configuration not stated)	96	.	-0.1	-3	.	-5	-0.3	-7	.
O=C(c1cccc([N+](=O)[O-])c1)N1CCOCC1	98	-10	0.2	3	-3	-1	-0.4	-3	13
COc1cc(CN2CCCC(C(=O)c3ccc(C(C)(C)C)cc3)C2)cc(OC)c1O (configuration not stated)	122	15	2.2	0	-15	15	3.4	-8	18
CCOC(=O)c1c(NC(=O)c2ccccc2Br)sc2c1CCc1ccccc1-2	95	-9	-1.0	-3	-16	-4	0.0	-11	23
COc1cc(C(=O)Nn2c(C)nc3ccccc3c2=O)cc(OC)c1OC	105	-1	0.0	-12	2	10	1.0	-15	2
Cc1cc(C)c2c(c1)c(C)cc1nnc(SCC(=O)NCc3ccco3)n12	115	9	-2.3	-5	7	10	-1.2	0	18
Oc1c(C(c2cccs2)N2CCOCC2)sc2ncnn12 (configuration not stated)	114	17	0.7	.	-9	11	-0.4	0	6
Cc1ccccc1-c1nc(CS(=O)(=O)CC(=O)NCCN2CCCC2)c(C)o1	120	-2	-0.4	-1	2	3	0.7	-9	18
CC12CCC(C(=O)Nc3ccc(Cl)cc3)([C@H](Br)C1=O)C2(C)C (some centres not stated)	97	-11	-2.3	-1	-8	-5	-1.3	1	24
O=C(c1cccc(Cl)c1)N(Cc1ccco1)C1CCS(=O)(=O)C1 (configuration not stated)	100	-4	0.5	.	4	2	0.5	1	8
CC1CCCCN1CCNC(=O)CCc1nnc2n(Cc3ccccc3)c(=O)c3ccccc3n12 (configuration not stated)	111	3	-0.8	-3	2	0	1.5	-6	26
CCN=C1S/C(=C\c2ccc(OCC)c(OC)c2)C(=O)N1CC	108	0	-1.4	7	-8	1	-0.7	-17	32
CNC(=O)NC(=O)C(C)OC(=O)c1c2c(nc3ccccc13)/C(=C/c1cccs1)CC2 (configuration not stated)	84	2	0.8	-2	-9	-4	-1.0	-10	22
Cc1nc(SC(C)C(=O)NCc2ccc3c(c2)OCO3)nc(C)c1C (configuration not stated)	.	.	0.1	-8	.	.	0.1	0	.
O=C(O)c1ccc(CSc2nc3ccc(N4C(=O)C5C6C=CC(C6)C5C4=O)cc3s2)cc1 (configuration not stated)	99	-1	1.7	-2	-9	-1	2.7	-2	17
Cc1c(C(=O)O)cccc1-c1ccc(/C=N/Nc2ccc(Br)cc2)o1	97	-18	3.1	0	1	-2	-0.2	-2	22
CN(CC(=O)Nc1ccc(F)cc1)C(=O)CN1C(=O)c2cccc([N+](=O)[O-])c2C1=O	.	.	0.7	-6	.	.	0.1	-3	.
O=C(c1ccc(COc2ccccc2[N+](=O)[O-])o1)N1CCCCCC1	100	6	-0.8	3	18	-15	-0.2	-21	-14
O=C(N/N=C/c1ccsc1)c1ccc2ccccc2n1	98	2	-2.2	0	-6	-2	0.1	-6	-10
Cc1ccc2nc(Nc3ncc4c(n3)CC(C)(C)CC4=O)nc(C)c2c1	95	0	-1.3	-2	-5	-10	-0.9	-7	-7
O=C1COc2ccc(C(=O)COC(=O)c3cc(S(=O)(=O)N4CCOCC4)ccc3F)cc2N1	105	3	1.5	55*	-2	6	3.6	-3	-2
O=C(Nc1nnc(-c2ccc(F)cc2)o1)c1cccc([N+](=O)[O-])c1	97	2	14	-3	-11	-5	7.8	-14	5
O=C1CC(c2ccccc2)n2nc(N3C(=O)c4ccccc4C3=O)nc2N1 (configuration not stated)	88	3	0.1	-1	-17	1	1.5	-7	11
Cc1cc(C)c(C(=O)Nc2ccc(C)c(C)c2)c(CC(C)(C)C(=O)O)c1	100	-5	0.6	-2	-7	1	-0.7	-1	2
CC(=O)Nc1ccc(NC(=O)C(NS(=O)(=O)c2cccc3nsnc23)C(C)C)cc1 (configuration not stated)	101	-1	-0.2	-7	-4	4	0.3	-4	6
Cc1cccc(C)c1OCCCCc1c(C)n[nH]c1C	103	-1	-0.9	-6	-13	8	-0.4	-8	6
O=C(CN(CC1CCCO1)C(=O)CNS(=O)(=O)c1ccc(Cl)cc1)NCc1ccco1 (configuration not stated)	99	-8	-0.2	-6	13	-3	0.1	-5	9
CSc1nc(N(C)C)nc(N2CC(=O)N(CCNS(=O)(=O)c3ccc(C)cc3)C2=N)n1	106	3	-1.2	1	-10	0	1.1	-5	6
C=CCOc1ccccc1CN1CCC(Oc2ccc(C(=O)N3CCCC3)cc2)CC1	102	0	0.6	-9	-8	0	0.8	-7	10
O=C(CCCN1C(=O)c2ccccc2C1=O)NCc1ccc(F)cc1	117	4	-1.8	-7	1	33*	1.4	-14	7
O=C(Nc1ccc2c(c1)OCCO2)c1ccc(Cl)c([N+](=O)[O-])c1	98	3	-2.2	1	-13	-3	-1.4	-5	7
CCOCCCN(C(=O)c1snc(C(N)=O)c1N)C(C(=O)NCCC(C)C)c1ccc(F)cc1 (configuration not stated)	108	1	-1.4	-8	0	1	-1.4	-10	15
O=C1C(Nc2cccc(O)c2)=C(N2CCCCC2)C(=O)c2ccccc21	91	10	0.4	1	-7	-3	1.4	-5	13
CCc1ccc(NC(=O)C2CC=CCC2C(=O)O)cc1 (configuration not stated)	102	7	-0.1	-1	-1	0	0.3	-11	-7
Cc1ccc(F)cc1NC(=O)N1c2ccccc2NC(=O)CC1C (configuration not stated)	99	1	-1.1	3	-14	-2	0.4	-6	-14

3 neighbouring compounds out of the list so far, quoted:
SMILES	MEKK2wt PB1 HTS	M18AAP inhibitor	OXTR agonist	GalR3 antagonist	GPR7 antagonist	MEKK2mut PB1 HTS	V1aR counter	OXTR potentiate	NALP1 yeast inh
C=CCOc1ccccc1CN1CCC(Oc2ccc(C(=O)N3CCCC3)cc2)CC1	102	0	0.6	-9	-8	0	0.8	-7	10
O=C(CCCN1C(=O)c2ccccc2C1=O)NCc1ccc(F)cc1	117	4	-1.8	-7	1	33*	1.4	-14	7
O=C(Nc1ccc2c(c1)OCCO2)c1ccc(Cl)c([N+](=O)[O-])c1	98	3	-2.2	1	-13	-3	-1.4	-5	7

Remaining list, next part
SMILES	MEKK2wt PB1 HTS	M18AAP inhibitor	OXTR agonist	GalR3 antagonist	GPR7 antagonist	MEKK2mut PB1 HTS	V1aR counter	OXTR potentiate	NALP1 yeast inh
COc1cc(-c2nc3cnccn3c2Nc2ccc(C)cc2)ccc1O	101	4	1.5	-6	0	3	0.8	-10	4
Cc1nn(C(C)c2n[nH]c(=S)n2-c2ccc(F)cc2)c(C)c1[N+](=O)[O-] (configuration not stated)	96	26	0.1	-3	-10	1	1.0	-1	-6
COc1ccccc1C(=O)Nc1ccnn1C1CCN(Cc2ncc[nH]2)CC1	108	0	1.3	4	-21	1	1.2	2	10
CCc1nc2sccc2c(=O)[nH]1	93	3	2.2	4	-2	-4	5.4	7	-10
COC(=O)C(C)Sc1n[nH]c(=S)s1 (configuration not stated)	105	37*	0.8	3	-3	4	-0.7	-8	7
